FAS-TE inh = inhibitors of human fatty acid synthase thioesterase domain. recombinant FAS-TE, OMFH fluorogenic substrate, fluorescence endpoint. AID 602261. inhibition, % at 15 µM. P49327. 360,000 compounds, 0.67% hits;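 active = compounds whose normalised, plate-corrected inhibition of enzyme fluorescence in the single-dose primary screen is 50% or more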;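 note: 0% = DMSO with enzyme and 100% = substrate without enzyme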
Neddyl block = blocks human cullin neddylation | P61081+Q13564 | TR-FRET cullin neddylation, biochemical | calls only at 25 µM | 360,000 compounds, 0.58% hits; in the data active = inhibition above about 36%
Rin1-Abl PPI inh = blocks binding of human Rin1 to Abl. TR-FRET Rin1/Abl binding, biochemical. inhibition, % at 7.35 µM. 360,000 compounds, 0.4% hits; in the data active = inhibition above about 5%, passing the limit was not always enough
MsrA act = activators of bovine methionine sulfoxide reductase A; 360,000 compounds, 0.3% hits; purified bovine MsrA, absorbance read-out; activation, % at 10.6 µM; in the data active = activation above about 7.5%;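 note: 0% = vehicle and 100% = reference activator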
CSN deneddyl inh = inhibitors of human CSN-mediated cullin deneddylation; Q92905; Purified CSN, SCF-Nedd8-OG deneddylation, fluorescence polarization; inhibition, % at 12.5 µM; 360,000 compounds, 0.38% hits;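 active = pattern-corrected inhibition above about 35%, with an unprinted fluorescence ratio check between 0.5 and 1.5, limit read from the data, passing the limit was not always enough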;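 note: 0% = enzyme with substrate and 100% = substrate without enzyme; some results filed as inactive read as strong as hits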
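Assay system: HEK293T-derived human Csn5 enzyme; quantity: 0.24 nM enzyme; medium: Tris/NaCl/DTT buffer, pH 7.5; also added: substrate SCFSkp2-Nedd8OG, 10 nM; doses: 12.5 µM compound; schedule: 90 min reaction at room temperature; signal: FP; read-out: % inhibition of substrate cleavage by Csn5; benchmarks: substrate-only high control, full reaction low control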
TbMetRS inhib = blocks T. brucei methionyl-tRNA synthetase activity | purified T. brucei MetRS, ATP depletion, Kinase-Glo luminescence | inhibition, % at 11.9 µM | 360,000 compounds, 0.4% hits | AID 624268;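 active = inhibition above a per-plate cutoff of the control wells' mean inhibition plus 3 SD, cut at about 5.5% in these data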;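 note: 0% = DMSO wells median and 100% = median of wells with control inhibitor compound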
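System: purified T. brucei MetRS enzyme / Detection: Kinase-Glo luciferase luminescence reporting remaining unconsumed ATP / Medium: HEPES buffer with MgCl2, KCl, DTT, spermine, BSA, pyrophosphatase / Replication: singlicate, one well per compound / Evaluation: percent inhibition relative to median high and low control wells / Schedule: 2 h aminoacylation at 25 °C after 15 min preincubation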
E coli Lon inh = inhibitors of E. coli Lon protease | purified E. coli Lon protease, fluorescence polarization | inhibition, % at 7.94 µM | 360,000 compounds, 0.42% hits; in the data active = inhibition above about 13%, passing the limit was not always enough;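 note: 0% = enzyme with probe and DMSO and 100% = no enzyme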
PABP1 MLLE inh = blocks PAM2 peptide binding to the PABP1 MLLE domain; GST-MLLE / FITC-PAM2 fluorescence polarization; 360,000 compounds, 0.36% hits; P11940; inhibition, % at 20 µM; in the data active = inhibition above about 35%, passing the limit was not always enough;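 note: plate controls were DMSO wells with GST-MLLE for no effect and wells lacking GST-MLLE protein for full effect; some results filed as inactive read as strong as hits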
MsrA inhibitor = bovine MsrA inhibition; 360,000 compounds, 0.75% hits; purified bovine MsrA, absorbance read-out; inhibition, % at 15.5 µM; AID 651718; in the data active = inhibition above about 4.5%;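 note: 0% = vehicle wells with enzyme and 100% = reference inhibitor wells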
* marks the source's active call; other numbers are inactive results; i = inactive; . = no result given; + = active, no number.

SMILES	FAS-TE inh	Neddyl block	Rin1-Abl PPI inh	MsrA act	CSN deneddyl inh	TbMetRS inhib	E coli Lon inh	PABP1 MLLE inh	MsrA inhibitor
CC(=O)NCCNc1nc2cc(-c3ccc(C)cc3)sc2c(=O)n1C	-6	i	1	-1	-4	0.6	4	-3	0.3
C=CCn1c(CNC(=O)c2ccco2)nnc1SCC(=O)Nc1cccc(Br)c1	-3	i	-3	0	-2	0.5	-2	5	0.3
O=C(CCNC(=O)c1ccc([N+](=O)[O-])cc1)NCc1ccccc1	60*	i	0	-3	4	-0.3	-2	0	0.7
CC(=O)Nc1ccc(S(=O)(=O)Nc2cccc(-c3csc(C)n3)c2)cc1	3	i	-1	-1	-4	-0.8	10	-13	-0.3
CC(NC(=O)c1cc(Br)ccc1Cl)c1ccccc1 (stereo not drawn)	4	i	-1	-6	-1	-0.5	-4	-2	-0.5
C=CCn1c(SCC(=O)Nc2ccc(Cl)cn2)nnc1C1CC1	-3	i	-4	-3	-2	-0.3	6	2	-2.0
CN(CCc1nc2ccc(Cl)cc2[nH]1)Cc1nc(CC2CC2)no1	0	i	-1	-3	1	42*	-8	1	1.4
O=C(COc1ccccc1/C=C1/NC(=O)NC1=O)Nc1ccccc1	-4	i	0	-5	-4	-0.1	-7	-137	0.2
Cc1cccc(NC(=O)C2CCCN2C(=O)Oc2ccccc2)c1C (stereo not drawn)	-7	i	-2	-2	3	-0.6	1	9	-0.2
CCC(C)N(CCNC(=O)c1ccc2c(c1)NC(=O)c1ccccc1S2)C1CCCCC1 (stereo not drawn)	4	i	0	2	2	0.5	-12	1	0.8
O=C(NCCN1CCC(n2c(=O)[nH]c3ccccc32)CC1)c1ccc(Cl)c(Cl)c1	42	i	.	-11	0	-0.7	5	.	1.4
N#C/C(=N\Nc1ccc(Cl)cc1)C(=O)c1ccsc1	4	i	-1	-4	0	0.1	-1	-2	-0.2
CCCn1nnnc1SCC(=O)NCc1cccs1	-9	i	0	-1	2	-0.2	-5	0	-1.6
COc1ccc(N2C(=S)N=C(Nc3ccccc3)C23CCCCC3)cc1	2	i	2	-1	4	0.1	-4	-112	0.9
CC(=O)Nc1ccc(S(=O)(=O)NCCN2CCNC2=O)cc1Cl	-9	i	6	-2	-2	-0.1	-4	0	0.8
COc1ccc(S(=O)(=O)N2CCCCC2)cc1NC(=O)CN(Cc1ccco1)Cc1ccco1	28	i	2	-2	4	0.0	3	5	2.0
COc1ccccc1C(O)c1ncc(-c2cccc3ccccc23)[nH]1 (stereo not drawn)	-3	i	0	-12	0	0.2	-8	9	0.3
COc1cc2c(cc1Cl)C(=O)C(F)(c1ccccc1)C(=O)N2 (stereo not drawn)	3	i	4	0	1	0.1	0	-23	-0.5
CCOC(=O)c1oc2ccccc2c1NC(=O)c1ccc2c(c1)OCO2	8	i	-1	-1	2	-0.5	-6	-4	-0.3
Cc1ccc(C(=O)NNC(=O)CCCCC(=O)NNC(=O)c2ccc(C)cc2)cc1	-6	i	0	-3	1	-0.7	1	-1	-0.4
COc1cccc(CNC(=O)C2CCN(S(=O)(=O)c3ccc4c(c3)NC(=O)CO4)CC2)c1	-2	i	0	-11	-2	-0.6	-5	0	0.8
CC(C)N(C(=O)CSc1nnnn1-c1ccc2c(c1)OCO2)C(C)C	0	i	2	-6	-14	-1.4	4	-55	2.1
CSc1ccc(CCNC(=O)c2ccc(CS(=O)Cc3ccc(Cl)cc3)o2)cc1 (stereo not drawn)	5	i	-5	-1	-2	0.3	-1	-5	-0.6
Cc1ccsc1C(=O)OCC(=O)Nc1cccc(S(=O)(=O)NC2=NCCCCC2)c1	1	i	3	-2	-6	0.0	6	-8	0.7
COc1ccc(S(=O)(=O)N(CC(=O)NC2CCCCC2)c2ccc(F)cc2)cc1	-2	i	-3	-4	-3	-0.7	5	8	0.9

A stretch taken from the entries so far, for reference:
SMILES	FAS-TE inh	Neddyl block	Rin1-Abl PPI inh	MsrA act	CSN deneddyl inh	TbMetRS inhib	E coli Lon inh	PABP1 MLLE inh	MsrA inhibitor
CC(=O)NCCNc1nc2cc(-c3ccc(C)cc3)sc2c(=O)n1C	-6	i	1	-1	-4	0.6	4	-3	0.3
C=CCn1c(CNC(=O)c2ccco2)nnc1SCC(=O)Nc1cccc(Br)c1	-3	i	-3	0	-2	0.5	-2	5	0.3

(list continues)
SMILES	FAS-TE inh	Neddyl block	Rin1-Abl PPI inh	MsrA act	CSN deneddyl inh	TbMetRS inhib	E coli Lon inh	PABP1 MLLE inh	MsrA inhibitor
Cc1nc(C(F)(F)F)c(C(=O)NC(=O)Nc2ccccc2)s1	-8	i	-2	-10	-5	-0.9	-3	6	-1.0
Cc1noc(C)c1C(=O)N1CCC1(C)C(=O)NS(=O)(=O)Cc1cccc(Cl)c1 (stereo not drawn)	-5	i	0	-4	-4	-0.3	1	10	0.4
O=C1c2ccccc2NC(c2ccc(Cl)cc2Cl)N1O (stereo not drawn)	-14	i	0	-6	-4	-0.8	4	2	1.6
CCOc1ccc(OC(=O)C(CCS(C)(=O)=O)N2C(=O)c3ccccc3C2=O)cc1 (stereo not drawn)	1	i	0	-1	1	-0.7	-7	-4	1.3
COCCNC(=O)C1CCCN(Cc2cccc(C(F)(F)F)c2)CC1 (stereo not drawn)	0	i	-2	0	-2	-0.1	-1	-8	-0.2
CC(C)(C)NC(=O)C(c1ccccn1)N(C(=O)c1csnn1)C1CCCCC1 (stereo not drawn)	-9	i	-1	-9	2	-1.8	-7	1	1.5
CCS(=O)(=O)Nc1ccc(C(=O)c2ccccc2)cc1	-18	i	-1	-12	0	-0.8	-5	-1	0.6
O=C(NCCC1CCCCN1S(=O)(=O)c1ccc(F)cc1)C(=O)Nc1ccccc1 (stereo not drawn)	19	i	1	-3	5	-0.5	-5	7	1.1
O=C(CN1CCN(Cc2ccccc2)CC1)NCC1COc2ccccc2O1 (stereo not drawn)	-3	i	-3	-4	-5	-0.5	4	5	-0.3
FC(F)(F)c1cccc(-c2ccn3ncnc3n2)c1	-3	+	1	-3	-10	-0.2	4	0	-1.8
O=c1[nH]c(/C=C/c2ccccc2)c([N+](=O)[O-])c(=O)[nH]1	-6	i	-1	-3	6	0.0	4	-8	4.0
O=C(NC(Cc1ccccc1)C(=O)O)/C(=C/c1ccco1)NC(=O)c1cccc([N+](=O)[O-])c1 (stereo not drawn)	-3	i	-4	-5	-1	-0.6	-1	9	3.2
C[N+](C)(C)CC(=O)N1CCN(c2ccc3ccccc3n2)CC1	-8	i	0	-4	-5	-0.5	0	-1	2.1
CCCNc1c(NS(=O)(=O)c2cccc(C#N)c2)c(=O)oc2ccccc12	0	i	-1	-3	-2	0.0	-1	-4	0.5
O=C(O)CSc1nnc(Cc2ccccc2)n1Cc1ccccc1	-10	i	2	-4	-4	-0.8	9	-41	-0.7
COc1ccc(CC(=O)N/N=C\c2cc(Br)c(O)c(Br)c2)cc1	1	+	-3	-4	0	0.1	-3	-1	3.9
CCOC(Cn1c(SCc2cc(C(C)=O)ccc2OC)nc2ccccc2c1=O)OCC	-15	i	4	-4	1	-0.2	-2	18	-0.3
Cc1nnc(NC(=O)c2c(-c3ccccc3Cl)noc2C)s1	-4	i	4	-6	-4	-0.6	-7	12	-0.4
Cc1occc1C(=O)NNC(=S)NCc1ccc(Cl)cc1	2	i	-1	-1	-5	-0.2	2	-53	-1.2
N#CC1=C(N)Oc2cc(N)ccc2C1c1ccccc1F (stereo not drawn)	-6	.	1	-3	30	-0.1	-28	-30	-0.6
COC(=O)c1ccccc1NC(=O)c1nc2nc(C)cc(C)n2n1	-4	i	1	-12	-2	-1.8	-11	7	-0.3
COc1ccc(N(CC(=O)N2CCN(c3ccccc3F)CC2)S(=O)(=O)c2c(C)noc2C)cc1	8	i	-1	-3	2	-0.5	-2	6	1.9
O=C(CNC(=O)c1ccccc1)N/N=C/c1ccc([N+](=O)[O-])o1	-5	i	1	-2	-3	-0.1	0	5	3.9
Cc1[nH]n(-c2ccc([N+](=O)[O-])cc2)c(=O)c1C=NCCN1CCN(C(=O)C(C)C)CC1	15	i	-2	-7	1	-4.9	-7	4	3.5
CCSc1nnc(-c2cc3c(s2)-c2ccccc2CC3)o1	8	.	-2	-3	0	0.1	0	0	2.4

(continued)
SMILES	FAS-TE inh	Neddyl block	Rin1-Abl PPI inh	MsrA act	CSN deneddyl inh	TbMetRS inhib	E coli Lon inh	PABP1 MLLE inh	MsrA inhibitor
Cc1ccc(NC(=O)Cc2nnc(SCC(=O)Nc3ccccc3)n2C)cc1	-5	i	0	-2	-4	-0.5	0	14	-0.2
O=C(Nc1ccccc1)c1ccccc1Oc1ccc(C(F)(F)F)cc1[N+](=O)[O-]	9	i	3	-13	-18	-1.3	-3	9	-0.1
COc1c(N2CCN(C(=S)NCc3ccccc3)C(C)C2)c(F)cc2c(=O)c(C(=O)O)cn(C3CC3)c12 (stereo not drawn)	11	i	-1	-2	-2	-1.3	-12	-144	1.7
CCc1ccc(OCC(=O)NCCN(C)C)c(Br)c1	-7	i	-4	-7	-7	-1.0	-13	18	-0.1
CCN(CC)Cc1ccccc1Sc1ccccc1	-9	i	-3	-1	-4	-0.3	-1	6	-0.6
Cc1cccc(C)c1OCC(=O)Nc1ccccc1C(=O)N1CCOCC1	-3	i	-4	-8	-1	-0.5	-2	0	0.9
CC1C(=O)CCC1(C(=O)O)c1ccccc1 (stereo not drawn)	-4	i	0	-13	6	-1.6	-7	-4	-1.2
Cc1ccc(S(=O)(=O)N[C@H](C(=O)OCC(=O)NC(=O)c2cccn2C)C(C)C)cc1	5	i	2	-12	3	-0.1	9	8	0.2
Cn1c2ccccc2c(=O)c2cc(C#CC3=CCCCC3)ccc21	-2	.	-3	-3	4	-0.1	8	7	-0.1
CC12CC3CC(C)(C1)CC(C(=O)N1CCN(C(=O)C4CCCO4)CC1)(C3)C2 (stereo not drawn)	-8	i	1	-2	-6	-0.1	-5	3	-0.5
COCCSc1nnc(NC(=O)c2cc(C(=O)OC)cc([N+](=O)[O-])c2)s1	16	i	2	4	0	-0.6	-5	3	1.2
CCCOc1ccc(N2C(=O)CC(SC(=NC)Nc3ccc(F)cc3)C2=O)cc1 (stereo not drawn)	-1	i	3	-7	4	-1.2	-4	6	1.5
S=C(NCCc1ccccc1)N1CCN(C23CC4CC(CC(C4)C2)C3)CC1	17	i	-4	-6	-3	-0.7	-5	-165	-0.3
CC(=O)N1Cc2ccccc2CC1C(=O)O (stereo not drawn)	-8	i	-1	4	1	0.1	-4	4	-0.6
CCc1cc(C(=O)N2CCCC(C(=O)c3ccc(C(F)(F)F)cc3)C2)n(C)n1 (stereo not drawn)	-4	i	1	1	2	-0.3	-8	-1	-0.1
CCCCCCCN1C(N(C)C)=NC[C@@H]1Cc1ccccc1	-29	i	0	0	-2	-0.2	-6	9	0.2
Cc1ccc(S(=O)(=O)N(C)CCCC(=O)Nc2cccc3ccccc23)cc1	6	i	7	-3	3	0.1	-2	3	0.0
CC12CCCC(C(C#N)C(N)=O)(C1)NC(=O)C2C#N (stereo not drawn)	-3	i	1	-8	-1	-0.1	4	-12	0.6

Compound profiles (already shown).
`COc1ccc(N2C(=S)N=C(Nc3ccccc3)C23CCCCC3)cc1` is listed as FAS-TE inh: 2; Neddyl block: i; Rin1-Abl PPI inh: 2; MsrA act: -1; CSN deneddyl inh: 4; TbMetRS inhib: 0.1; E coli Lon inh: -4; PABP1 MLLE inh: -112; MsrA inhibitor: 0.9
`O=c1[nH]c(/C=C/c2ccccc2)c([N+](=O)[O-])c(=O)[nH]1` is listed as FAS-TE inh: -6; Neddyl block: i; Rin1-Abl PPI inh: -1; MsrA act: -3; CSN deneddyl inh: 6; TbMetRS inhib: 0.0; E coli Lon inh: 4; PABP1 MLLE inh: -8; MsrA inhibitor: 4.0

High-throughput results: PubChem, several laboratories
